GRP78 ERSR act: induces the endoplasmic reticulum stress response in human glioma cells | U87-MG GRP78 promoter luciferase reporter, 16 h | Potency, µM, for the others: at the highest dose activation, actives largely listed as activators | 420,000 tested, 0.02% active | AID 602332; further: potency means the concentration at half of the fitted maximal effect; series mostly up to about 76 µM; % of control where 0% means no effect; nearly all actives have a fitted effect of over 35% in size
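ERSR induction read as luciferase luminescence (Bright-Glo, 10 min at room temperature) in stably transfected human U87-MG glioma cells exposed to compounds for 16 h, using GRP78 as sensor.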
D2 PAM: positive allosteric modulators of human D2 dopamine receptor; HEK293 T-REx D2, calcium flux, EC20 dopamine potentiation; 340,000 tested, 0.34% active; potentiation, % at 10 µM; P14416;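 active means potentiation over 3 SD above the plate norm, cut at about 30% in these data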; further: 0% is about no effect
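Cells plated with tetracycline inducer and held overnight at 30 C; calcium dye loaded 30–90 min at room temperature; baseline taken, compound added and read 180 s; EC20 dopamine then added and read 180 s.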
D1 PAM: potentiators of human D1 dopamine receptor | 360,000 tested, 0.036% active | HEK293 TREx D1 cells, calcium flux, dopamine EC20 potentiation | P21728 | AID 504651 | potentiation, % at 10 µM; in the data active means potentiation above about 30%; further: 0% is about no effect
D1 antagonist: blocks dopamine activation of the human D1 receptor | activity change, negative = inhibition, % at 10 µM | AID 504652 | P21728 | 360,000 tested, 3.2% active | HEK293 TREx D1 cells, calcium flux, dopamine EC80; active compounds read low; in the data active means activity change below about -30%; further: on the % scale 0 is the no-effect control and ±100 the full control effect
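Antagonism measured as reduced calcium response to an EC80 dopamine addition following 180 s compound pre-read; cells were inducible HEK293 Trex D1 plated overnight at 30 C, read kinetically at 1 cycle/sec.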
RXFP1 antagonist: antagonists of human relaxin receptor RXFP1 | Q9HBX9 | HEK293-RXFP1, relaxin-stimulated cAMP HTRF, 30 min; active compounds read low | activity change, negative = inhibition, % at 57.5 µM | 350,000 tested, 0.59% active | AID 1259400;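 active means activity change of -60% or lower, but not beyond a set lower limit; inconclusive means change between -60% and -40%, or beyond the set limit; inactive means change above -40%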; further: on the % scale 0 is the no-effect control and ±100 the full control effect
Target sequence (Q9HBX9 whole entry, looked up): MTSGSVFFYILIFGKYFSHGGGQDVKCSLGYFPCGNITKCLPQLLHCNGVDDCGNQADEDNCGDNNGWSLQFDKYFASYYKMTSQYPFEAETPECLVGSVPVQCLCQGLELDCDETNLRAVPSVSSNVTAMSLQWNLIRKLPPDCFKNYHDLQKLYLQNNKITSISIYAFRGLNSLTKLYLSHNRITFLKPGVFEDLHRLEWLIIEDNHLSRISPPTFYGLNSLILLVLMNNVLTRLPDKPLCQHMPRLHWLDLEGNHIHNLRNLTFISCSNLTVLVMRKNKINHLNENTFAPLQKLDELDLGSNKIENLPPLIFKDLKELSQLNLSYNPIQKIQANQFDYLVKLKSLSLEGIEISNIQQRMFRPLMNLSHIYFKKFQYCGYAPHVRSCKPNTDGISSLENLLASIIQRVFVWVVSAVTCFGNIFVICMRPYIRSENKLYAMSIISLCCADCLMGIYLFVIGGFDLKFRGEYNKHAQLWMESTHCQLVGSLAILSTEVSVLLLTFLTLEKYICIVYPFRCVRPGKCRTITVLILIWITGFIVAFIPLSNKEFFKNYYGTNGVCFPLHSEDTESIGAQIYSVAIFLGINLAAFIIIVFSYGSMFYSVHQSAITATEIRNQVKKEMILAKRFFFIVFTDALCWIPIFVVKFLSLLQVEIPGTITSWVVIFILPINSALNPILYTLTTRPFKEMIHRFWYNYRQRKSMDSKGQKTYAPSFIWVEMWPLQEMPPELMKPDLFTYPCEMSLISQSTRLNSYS
RXFP1 ag: agonists of human relaxin receptor RXFP1; Q9HBX9; HEK293T-RXFP1 cAMP TR-FRET, 30 min; response scale: percent of porcine relaxin response, buffer zero; Potency, µM (highest dose often 57.5 µM), for the others: top-dose activation, most hits filed as activators; 370,000 tested, 0.3% active; further: potency means the concentration at half of the fitted maximal effect; on the % scale 0 is the no-effect control and ±100 the full control effect; nearly all actives have a fitted effect of over 60% in size; many of its hits are not listed in these tables
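HEK293 cells stably expressing RXFP1, treated 30 min at 37C with compounds plus PDE4 inhibitor Ro 20174; cAMP measured by HTRF TR-FRET. Normalized to buffer and 29 nM porcine relaxin; EC50 by Hill fit.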
Vif-A3G inh: inhibitors of Vif-APOBEC3G interaction; Q9HC16; HeLa A3G-eYFP + Vif (tagged APOBEC3G with the HIV-1 protein that degrades it), YFP fluorescence, overnight; Potency, µM (series often up to 46.1 µM), for the others: at the top dose activity, negative = active, hits mostly inhibitors; 410,000 tested, 0.076% active;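 further: potency means the concentration at half of the fitted maximal effect; on the % scale 0 is the no-effect control and ±100 the full control effect; nearly all actives have a fitted effect of over 60% in size; hits raise eYFP signal because A3G escapes Vif-driven loss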
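HeLa cells stably expressing Vif and C-terminally eYFP-tagged A3G, seeded overnight at 37 deg C, then exposed to compound by pintool overnight at 37 deg C. Rise in yellow fluorescence (Ex 488/Em 500-530, Acumen) marks blocked Vif-driven A3G degradation.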
D1 ag: agonists of human D1 dopamine receptor | P21728 | HEK293 T-REx D1 cells, calcium flux, agonist mode | activation, % at 2 µM | 360,000 tested, 1% active | AID 504660; in the data active means activation above about 30%; further: 0% is about no effect
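Tetracycline-induced HEK293 TREx D1 cells, force-coupled to calcium signalling, were dye-loaded with a no-wash calcium kit. Compound was pin-added after a 10 s baseline. Fluorescence was read kinetically at 1 cycle/s for 180 s, with calcium rises flagged as agonism.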
Vif-APOBEC3F blk: blocks the Vif interaction with APOBEC3F; HeLa A3F-eYFP + Vif (tagged APOBEC3F with the HIV-1 protein that degrades it), YFP fluorescence increase; Potency, µM (highest dose often 46.1 µM), inactives show top-dose activity, negative = active; 390,000 tested, 0.2% active; AID 602313; further: potency means the concentration at half of the fitted maximal effect; % of control where 0% means no effect; nearly all actives have a fitted effect of over 65% in size
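HeLa cells stably expressing A3F-eYFP plus Vif, plated and incubated overnight at 37 deg C, then exposed to compounds overnight at 37 deg C. Blocked degradation read as raised yellow fluorescence (Ex 488/Em 500-530).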
Numbers without * were called inactive; ? = inconclusive; . = no result given; & = joins results of further samples. Unless noted, the call rests on the fitted dose curve; in most records, active means well fitted curve in the direction sought with a large enough effect; inconclusive means small, poorly fitted or top-dose-only effect, or another doubt; inactive means no such curve, though single readings can be large; an effect the other way counts as inactive or inconclusive. A portion of the library. The share of hits here may be higher or lower than overall.

canonical_smiles	GRP78 ERSR act	D2 PAM	D1 PAM	D1 antagonist	RXFP1 antagonist	RXFP1 ag	Vif-A3G inh	D1 ag	Vif-APOBEC3F blk
Nc1ccc2c3c(ccc([N+](=O)[O-])c13)CC2	-2%	.	.	.	-3	.	-5%	.	-2%
CCOC(=O)c1sc(C)c(C(=O)NCC(C)(C)CN(C)C)c1N	-5%	-5	-3	6	-7	0.3%	1%	2	-12%
O=C(NNC(=S)Nc1ccccc1)c1cc(-c2cccnc2)nc2ccccc12	3%	-3	2	10	-61*	2.2%	-1%	2	6%
CCCCCNC(=O)CCc1ccccc1	-1%	-7	0	0	-15	0.3%	0%	0	.
Clc1ccc(OCc2nc(-c3ccc(Br)o3)no2)cc1	-4%	5	-2	-40*	.	1.7%	1%	2	1%
Cn1c(C(=O)NCc2ccco2)cc2c(=O)[nH]c3ccccc3c21	1%	3	1	-1	-4	3.1%	-4%	0	.
CCCOc1ccc(CCc2n[nH]c(=S)n2Cc2ccccc2)cc1	-9%	7	-3	-43*	-39	-2.2%	-4%	4	-11%
C#CCOC(=O)/C(=C/C=C/c1ccccc1)NC(=O)c1ccccc1	-1%	9	-1	-22	-2	1.5%	0%	5	-6%
COc1cc(-c2nnc3sc(Cc4ccccc4)nn23)cc(OC)c1OC	-6%	15	-10	2	5	12%	-4%	2	-5%
Cc1ccoc1C(=O)NCCNc1ccc(Cl)cc1[N+](=O)[O-]	1%	1	6	6	2	-0.2%	2%	0	3%
COc1ccc(/C=N/NC(=O)c2sc(C)nc2C)cc1	0%	0	-8	-3	-3	-0.3%	?	2	?
Cc1ccc(NC(=S)/C(C#N)=C2/Nc3ccccc3S2)cc1	-2%	.	.	.	-17	.	-16%	.	-1%
CCOc1ccc(C(=O)/C=C/c2ccc(SC)cc2)cc1	-5%	12	0	-30*	-7	-3.8%	-1%	18	3%
COc1ccc(-c2ccc(C(=O)O)o2)c([N+](=O)[O-])c1	-2%	-6	2	-5	6	-1.3%	-8%	4	?
Cc1ccc(/C=N/Nc2ccccn2)s1	7%	-1	-7	-7	-10	-3.8%	-2%	1	-7%
CN(C)S(=O)(=O)c1cc(NC(=O)CN2CCN(c3ccccc3F)CC2)ccc1Cl	0%	-11	-12	-32*	2	1.0%	0%	4	4%
CCOC(=O)C(C)Sc1nnc(-c2ccccc2O)n1Cc1ccccc1 (configuration not stated)	-4%	-9	-4	-21	-8	-0.5%	-6%	5	.
O=[N+]([O-])c1ccc(CS(=O)c2ccccc2)cc1 (configuration not stated)	-6%	.	.	.	0	.	-4%	.	-11%
COc1ccc(CN2C(=O)C(CC(=O)NCC3CCCCC3)CC(C(=O)N(C)C)=C2C)cc1 (configuration not stated)	-3%	.	.	.	-6	.	1%	.	-6%
Cc1ccc(N2C(=O)C3CCCN3C2=S)cc1 (configuration not stated)	4%	0	-6	2	17	-1.5%	-4%	2	13%
Cc1cc(C)nc(NS(=O)(=O)c2ccc(NC(=O)c3ccc(N4C(=O)CCC4=O)cc3)cc2)n1	-3%	0	-4	-1	10	1.9%	-5%	3	-9%
Nc1ccc(Cl)c(S(=O)(=O)Nc2cccc(Cl)c2)c1	-2%	3	-2	8	-5	0.6%	0%	-1	5%
O=C(NC(=O)N1CCCc2ccccc21)c1ccccc1	6%	-4	2	-2	-4	-0.8%	0%	0	1%
Cc1ccc(C)c(N2CCN(c3ncnc4c3nc3n4CCCCC3)CC2)c1	0%	-12	1	4	.	3.2%	-8%	4	2%
O=C(/C=C/c1ccc(Cl)cc1Cl)NC(=S)Nc1ccccn1	2%	-10	-6	-44*	-5	2.8%	-9%	3	2%
Cc1[nH][nH]c(=O)c1C(c1cc([N+](=O)[O-])ccc1O)c1c(C)[nH][nH]c1=O	-4%	-1	-5	11	.	-2.0%	-5%	1	3%
CCn1nnnc1SCC(=O)N1CCCCC1	0%	2	2	-22	29	0.1%	0%	2	-18%
COc1cccc(NC2c3ccccc3C(=O)N2Cc2ccccc2Cl)c1 (configuration not stated)	-2%	-1	-5	-5	-12	0.4%	-5%	3	-19%
CC(C)N1C(=O)CC(Nc2cccc3cccc(N)c23)C1=O (configuration not stated)	-3%	-3	-1	-9	-22	-3.1%	5%	1	?
CSc1ccc(/C=N/N2CCN(Cc3ccc(Cl)cc3)CC2)cc1	1%	-9	0	-2	6	1.1%	0%	1	-6%
CCn1c(COc2cccc3ccccc23)nnc1SCC(N)=O	-5%	37*	-6	4	13	-0.6%	0%	1	-3%
Cc1ccc(S(=O)(=O)n2cc(-c3ccccc3)c(N)n2)cc1	5%	-3	-3	-7	-16	-1.7%	-1%	-3	-5%
CSc1ccc(CCNS(=O)(=O)c2ccc3c(c2)C(C)(C)C(=O)N3C)cc1	1%&-2%	3&-3	-1&-3	-2&-21	9	4.4%&-0.6%	0%&-2%	5&0	4%&2%
Cc1c(C2Nc3ccccc3NC3=C2C(=O)CC(C)(C)C3)cnn1C (configuration not stated)	-2%	-6	3	-1	2	-1.0%	1%	0	-3%
CC(/C=N/n1c(C2CCCCC2)n[nH]c1=S)=C\c1ccccc1	1%	-13	1	-8	1	0.6%	-6%	1	-4%
Cc1ccc(NC(=O)CSc2nc(-c3ccco3)cc(C(F)(F)F)n2)cc1	2%	-8	-7	-35*	.	12%	?	12	-16%
Cc1cccc(C)c1NC(=O)CN(C)S(=O)(=O)c1ccc2[nH]c3c(c2c1)CCCC3	-3%	1	2	-6	-4	0.6%	1%	0	1%
Cc1ccc(C(=O)COC(=O)CNC(=O)CN2C(=O)c3ccccc3C2=O)cc1	-2%	-1	-2	1	-10	5.8%	5%	1	2%
O=C(c1ccco1)N1CCN(C2CC(=O)N(c3ccc(C(F)(F)F)cc3)C2=O)CC1 (configuration not stated)	2%	9	2	-7	5	-0.4%	0%	3	-34%
Cc1ccc(Cl)cc1N1CCN(C(=O)c2cc3ccc4cccnc4c3[nH]2)CC1	-4%	4	4	0	-8	3.5%	7%	18	2%
CC1(C(=O)O)CCC(C(=O)Nc2ccc(OC(F)(F)Cl)cc2)C1(C)C (configuration not stated)	-1%	-5	9	-12	-7	-2.4%	8%	3	-5%
COc1cc(/C=C/C(=O)OCC(=O)N2CC(C)OC(C)C2)ccc1OCC#N (configuration not stated)	-2%	.	.	.	5	.	0%	.	-7%
COc1ccc(-c2nc(CS(=O)CC(=O)NCc3ccc(Cl)cc3)c(C)o2)cc1 (configuration not stated)	0%	3	5	-13	6	-0.5%	-20%	0	-8%
COc1ccc(N2CCN(C3CCN(S(=O)(=O)c4ccc(F)cc4)CC3)CC2)cc1	-4%	9	-1	-3	5	2.4%	1%	3	3%
CCCCCc1c(O)nc(SCCN2CCOCC2)[nH]c1=O	-6%	7	2	4	-14	1.3%	0%	1	3%
Cc1cc(C)n(CC(=O)N2CCCC(N3CCN(c4ccc(F)cc4)CC3)C2)n1 (configuration not stated)	-6%	23	15	4	1	-0.8%	0%	2	-5%
O=C(COC(=O)c1ccc(OC(F)(F)F)cc1)NCCN1C(=O)CSC1=O	-4%	8	-1	-23	7	-0.2%	0%	1	1%
CCOC(=O)C1CCCN(C2CC(=O)N(c3ccc(C)cc3)C2=O)C1 (configuration not stated)	-3%	14	-3	3	-1	2.3%	-2%	2	2%
COc1ccc(-c2cc(C)no2)cc1S(=O)(=O)N1CCCCC1	-3%	-5	-5	-13	-12	1.6%	-2%	2	0%
CC1(C)c2ssc(=S)c2-c2ccccc2N1C(=O)c1ccco1	-8%	3	-1	3	-2	0.5%	-8%	6	-8%
CCOc1ccc(CN2CCNC(=O)C2CC(=O)NC2CCCCCC2)cc1 (configuration not stated)	-2%	1	-9	-20	-19	1.1%	-1%	-1	0%
CCNc1ccc(Br)cc(C(=O)/C=C/c2ccc3c(c2)OCO3)c1=O	?	6	1	-3	-20	2.1%	-29%	4	13µM*

Assay outcomes (PubChem)
